# Bioassay records as filed in PubChem.
# KDM4E inh: blocks human JMJD2E demethylase activity. B2RXH2. JMJD2E catalytic domain, FDH-coupled NADH fluorescence (FDH is formaldehyde dehydrogenase). Potency, µM (highest dose often 57.1 µM), inactives show top-dose activity change, negative = inhibition, most hits filed as inhibitors. hit rate 1.6% among 230,000. AID 2147; active means well fitted inhibition curve with a large enough effect, not every such curve was filed as active; inconclusive means small, poorly fitted or top-dose-only effect, or another doubt; inactive means no such curve, though single readings can be large or run the other way;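 further: 0% = wells with enzyme and -100% = buffer wells without enzyme; nearly all actives have a fitted effect of over 50% in size; many of its hits are not listed in these tables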
# Tau FP inhib: tau fibrillization inhibition (FP); AID 1468; hit rate 0.39% among 280,000; P10636; Potency, µM (top dose mostly 57.7 µM), without a hit: at the top dose activity, negative = inhibition, usual class: inhibitors; K18 P301L tau heparin fibrillization, Alexa594 FP, 6 h; further: nearly all actives have a fitted effect of over 55% in size
#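 Quantitative HTS format: compounds meet 15 uM recombinant K18 P301L tau and Alexa 594-tau tracer in 100 mM sodium acetate pH 7; 20 uM heparin triggers fibrillization at 37 C over 6 hr; FP gives the signal.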
# Tau fibril ThT: inhibitors of human tau fibril formation, thioflavin T binding. P10636. Potency, µM (series often up to 57.4 µM), for inactives: top-dose activity, negative = inhibition, hits mostly inhibitors. recombinant tau K18 P301L (four-repeat tau fragment), heparin-induced fibrillization, ThT fluorescence. AID 1460. hit rate 2.1% among 270,000; further: nearly all actives have a fitted effect of over 55% in size
#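 Tau K18 P301L fragment (15 uM unlabeled plus 0.24 uM Alexa 594-labeled) in 100 mM sodium acetate pH 7 with compound, fibrillization induced by 20 uM heparin for 6 hr at 37 C. Thioflavin T (30 uM) added, fluorescence read after 1 hr (ex 450, em 510 nm).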
# TexasRed fluor: alters Texas Red total fluorescence, flagging assay interference; TRb/SRC2 Texas Red total fluorescence interference; Potency, µM (series often up to 106 µM), without a hit: top-dose fluorescence change, negative = quenching; hit rate 0.29% among 280,000; active means well fitted curve in either direction with a large enough effect; inconclusive means small, poorly fitted or top-dose-only effect
#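 Flags fluorescent or light-absorbing compounds by total fluorescence, S + 2P, at 555 nm excitation and 632 nm emission. Mixture: 20 nM Texas Red SRC2 peptide, 0.6 uM human TRb LBD, 1 uM T3, 5% DMSO; compound exposure 5 h at ambient temperature.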
# L3MBTL1 inh: L3MBTL1 (human) inhibition; Potency, µM (series often up to 57.1 µM), without a hit: at the top dose activity, negative = inhibition, usual class: inhibitors; Q9Y468; AID 485360; hit rate 0.66% among 230,000; AlphaScreen L3MBTL1–H3K9me1 peptide binding; further: nearly all actives have a fitted effect of over 60% in size
#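 Displacement of a biotinylated histone H3(1-15) peptide monomethylated at Lys9 (75 nM) from L3MBTL1 (50 nM) was measured by AlphaScreen after a 30 min room-temperature compound incubation; cefsulodin titration served as intraplate control.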
# TRb-SRC2 inh: disrupts binding of human TR beta to SRC2; P10828; TRbeta-SRC2 peptide binding, fluorescence polarization; receptor liganded with 1 µM T3; Potency, µM (top dose mostly 106 µM), without a hit: at the highest dose activity change, negative = inhibition, hits mostly inhibitors; hit rate 0.065% among 280,000; AID 1469;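 further: plate controls were bound peptide for no effect and peptide without receptor for full effect; nearly all actives have a fitted effect of over 50% in size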
# Target sequence (P10828 whole entry, looked up): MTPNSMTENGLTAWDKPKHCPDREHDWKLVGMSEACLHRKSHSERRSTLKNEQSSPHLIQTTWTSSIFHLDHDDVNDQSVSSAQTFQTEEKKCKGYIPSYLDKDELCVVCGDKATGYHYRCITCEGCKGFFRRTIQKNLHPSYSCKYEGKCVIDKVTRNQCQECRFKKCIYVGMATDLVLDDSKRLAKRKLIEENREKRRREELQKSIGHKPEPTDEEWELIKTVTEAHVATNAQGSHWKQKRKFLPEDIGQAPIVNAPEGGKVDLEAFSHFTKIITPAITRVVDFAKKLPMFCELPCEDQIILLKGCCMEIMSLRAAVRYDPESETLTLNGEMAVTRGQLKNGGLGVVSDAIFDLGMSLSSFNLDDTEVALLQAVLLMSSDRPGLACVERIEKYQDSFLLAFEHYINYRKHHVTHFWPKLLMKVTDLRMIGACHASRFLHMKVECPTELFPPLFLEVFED
#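 Binding of a 20-amino-acid Texas Red SRC2 peptide (20 nM) to TRb ligand-binding domain (0.6 uM) with agonist T3 at 1 uM was followed by fluorescence polarization after a 5 hr room-temperature incubation.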
# RGS12 GoLoco inh: inhibitors of human Gai1-RGS12 GoLoco interaction (red fluorophore); hit rate 0.44% among 230,000; Potency, µM (series often up to 61.6 µM), for inactives: at the top dose activity, negative = inhibition, hits mostly inhibitors; P63096; Gai1:RGS12 GoLoco peptide FP, rhodamine, 10 min; active means well fitted inhibition curve with a large enough effect, not every such curve was filed as active; inactive means no such curve, though single readings can be large or run the other way; further: nearly all actives have a fitted effect of over 30% in size; many of its hits are not listed in these tables
# RECQ1 inh: blocks DNA unwinding by human RECQ1; AID 2549; RECQ1 DNA unwinding, red fluorescence kinetic read; hit rate 0.54% among 240,000; Potency, µM (series often up to 57.3 µM), without a hit: at the top dose activity, negative = inhibition, most hits filed as inhibitors;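 further: plate controls were vehicle for no effect and no enzyme for full effect; nearly all actives have a fitted effect of over 30% in size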
# Target sequence (P46063 whole entry, looked up): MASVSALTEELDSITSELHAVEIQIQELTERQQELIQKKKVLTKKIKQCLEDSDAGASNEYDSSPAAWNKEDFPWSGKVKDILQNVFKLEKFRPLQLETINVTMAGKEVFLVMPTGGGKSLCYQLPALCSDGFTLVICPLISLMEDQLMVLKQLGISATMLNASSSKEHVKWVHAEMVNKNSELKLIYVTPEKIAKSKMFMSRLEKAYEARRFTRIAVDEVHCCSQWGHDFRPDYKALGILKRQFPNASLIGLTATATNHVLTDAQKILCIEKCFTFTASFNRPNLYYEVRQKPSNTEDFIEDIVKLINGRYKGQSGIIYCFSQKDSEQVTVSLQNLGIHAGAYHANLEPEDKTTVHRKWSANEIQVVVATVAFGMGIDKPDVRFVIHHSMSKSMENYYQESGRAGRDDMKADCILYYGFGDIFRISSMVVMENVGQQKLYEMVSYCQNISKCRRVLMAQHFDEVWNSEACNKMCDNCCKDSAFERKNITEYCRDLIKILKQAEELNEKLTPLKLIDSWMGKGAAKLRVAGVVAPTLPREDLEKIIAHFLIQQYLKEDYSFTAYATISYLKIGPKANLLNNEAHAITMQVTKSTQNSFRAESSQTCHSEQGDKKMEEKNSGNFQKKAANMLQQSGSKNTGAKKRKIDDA
#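 RECQ1T1 50 nM; forked duplex (20 bp + 30-nt ss tails) 200 nM, ATP 2 mM final; pH 8.0, 2 mM MgCl2, 2.5 ug/ml poly(dI-dC); 15 min compound preincubation; discontinuous kinetic read over 2 h at RT.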
# An asterisk follows results filed as active; i = inactive; ? = inconclusive; nt = not tested or not shown; & = joins results of further samples; [ ] = remark or other dose. Unless noted, the call rests on the fitted dose curve; in most records, active means well fitted curve in the direction sought with a large enough effect; inconclusive means small, poorly fitted or top-dose-only effect, or another doubt; inactive means no such curve, though single readings can be large; an effect the other way counts as inactive or inconclusive. Unless noted, on the % scale 0 is the no-effect control and ±100 the full control effect; potency means the concentration at half of the fitted maximal effect. Some of the compounds tested; rates above refer to the full screens.
SMILES,KDM4E inh,Tau FP inhib,Tau fibril ThT,TexasRed fluor,L3MBTL1 inh,TRb-SRC2 inh,RGS12 GoLoco inh,RECQ1 inh
COc1cccc(SCC2CSc3nc4ccccc4c(=O)n32)c1 (stereo unspecified),-9%,-1%,-2%,0%,6%,-3%,7%,-7%
COc1cccc(-n2c(SCc3ccc(F)cc3)nc3c([nH]c4ccccc43)c2=O)c1,nt,-6%,-2%,-2%,nt,7%,nt,nt
CC1(C)Cc2cccc(OCC(=O)N3CCN(c4ccccc4)CC3)c2O1,-1%,6%,-10%,0%,7%,-8%,-5%,-6%
C=CCC1CCCCC12NC(=O)N(c1ccccc1)N2 (stereo unspecified),-20%,-16%,?,-2%,6%,1%,-3%,-13%
c1ccc(-n2nnnc2NC2CCCCC2)cc1,8%,2%,-3%,0%,2%,3%,7%,-12%
O=C(COC(=O)c1cccnc1)c1ccc(Cl)c(Cl)c1,4%,3%,-19%,-3%,-3%,-1%,12%,-10%
COc1ccc(NC(=O)CN2CCC(C(N)=O)CC2)cc1,7%,-4%,-8%,0%,nt,-16%,6%,11%
O=C(Nc1cccc2ccccc12)/C(=C/c1cccc([N+](=O)[O-])c1)NC(=O)c1cccs1,-4%,10%,-5%,0%,2%,-4%,12%,-6%
CC(=O)c1cccc(S(=O)(=O)N2CCN(c3ccccc3F)CC2)c1,-3%,-5%&-3%,3%&6%,-2%&1%,7%,3%&2%,8%,-9%
O=C(Cc1cn2ccsc2n1)Nc1cccc2cnccc12,-3%,0%,-13%,-7%,-6%,-4%,7%,i
Cc1ccc(-c2nn(-c3ccccn3)c(=O)c3ccccc23)cc1C,0%,4%,-1%,-2%,-4%,-1%,-12%,16%
COc1ccc(OC)c(NC(=O)CSc2nc3ccccc3c(=O)n2CCNC(C)=O)c1,2%,6%,-4%,-8%,?,2%,-6%,i
COc1ccc(C(Nc2ccc(S(=O)(=O)NCC3CCCO3)cc2)C(=O)NC(C)(C)C)cc1OC (stereo unspecified),-14%,?,-1%,-2%,-3%,7%,2%,i
CC(=O)c1ccc(NC(=S)NCc2ccc(Cl)cc2Cl)cc1,2%,?,9%,-6%,3%,-3%,10%,-14%
Cc1ccc2c(c1)sc1nc(-c3cc4ccccc4oc3=O)cn12,nt,10%,-17%,1%,nt,-10%,nt,nt
Cn1nc(-c2ccccc2)c(CSc2ccccc2Cl)c1Cl,9%,-9%,-15%,3%,nt,6%,3%,i
CCCN(CC(=O)Nc1ccc(C(C)=O)cc1)CC(=O)Nc1ccccc1C,4%,-2%,4%,-1%,10%,7%,5%,i
C/C(CC(=O)N(C(C)C)C(C)C)=N\NC(=O)COc1ccc(Cl)cc1Cl,21%,-3%,-19%,-4%,nt,1%,-1%,?
COc1ccc(CCn2c(C)cc3c(c2=O)C(c2ccc4c(c2)OCO4)C(C#N)=C(N)O3)cc1OC (stereo unspecified),-10%,0%,-14%,-3%,-2%,1%,7%,i
CN1CCC2(CC1)Nc1nc(SCc3ccc(Cl)cc3)nn1C1=C2CN(C)CC1,?,3%,-7%,1%,0%,-11%,0%,i
O=C(CCC(=O)N1CCN(c2ccccn2)CC1)Nc1nnc(C(F)(F)F)s1,?,4%,1%,0%,2%,-1%,2%,-1%
CC(C)=NNc1nc2c(c(=O)n(C)c(=O)n2C)n1CCc1ccccc1,?,-4%,?,-4%,nt,-4%,3%,-10%
O=C(CSc1nncs1)NCc1ccc2c(c1)OCO2,-2%,1%,-1%,0%,-3%,10%,2%,0%
COc1ccc(-c2csc(N(CC3CCCO3)C(=O)c3ccccc3)n2)cc1 (stereo unspecified),4%,2%,-17%,0%,-3%,-1%,14%,i
CN1CCN(C2=Cc3ccccc3Sc3cc(F)ccc32)CC1,-8%,?,-11%,2%,-10%,-3%,0%,i

# Reprinted from the results shown for reference:
SMILES,KDM4E inh,Tau FP inhib,Tau fibril ThT,TexasRed fluor,L3MBTL1 inh,TRb-SRC2 inh,RGS12 GoLoco inh,RECQ1 inh
O=C(CSc1nncs1)NCc1ccc2c(c1)OCO2,-2%,1%,-1%,0%,-3%,10%,2%,0%
COc1ccc(-c2csc(N(CC3CCCO3)C(=O)c3ccccc3)n2)cc1 (stereo unspecified),4%,2%,-17%,0%,-3%,-1%,14%,i
CN1CCN(C2=Cc3ccccc3Sc3cc(F)ccc32)CC1,-8%,?,-11%,2%,-10%,-3%,0%,i

# Later entries.
SMILES,KDM4E inh,Tau FP inhib,Tau fibril ThT,TexasRed fluor,L3MBTL1 inh,TRb-SRC2 inh,RGS12 GoLoco inh,RECQ1 inh
CC1(C)Cc2c(c(=S)nc(-c3ccccc3)n2CCCN2CCOCC2)CO1,-14%,9%,-7%,0%,0%,-9%,6%,-4%
CCOc1ccccc1NC(=O)CC(c1ccc(F)cc1)N1Cc2ccccc2C1=O (stereo unspecified),nt,5%,-6%,-1%,nt,0%,nt,nt
O=C1c2[nH]nc(-c3ccccc3O)c2C(c2cccc(O)c2)N1Cc1ccncc1 (stereo unspecified),nt,0%,0%,0%,nt,0%,nt,nt
CCN1CCCC1=O,nt,nt,nt,0%&0%,nt,-8%&3%,6%,-7%
CO/N=C/CC(=O)c1ccc(OC)cc1,-5%,6%,15%,0%,-23%,6%,20%,22%
CN1c2ccccc2C(C)(C)C12CC(CCl)=NO2 (stereo unspecified),0%,-2%,?,-2%,5%,-20%,8%,-5%
O=C(c1cnn2ccccc12)N1CCN(C2CCCCC2)CC1,?,0%,-12%,-1%,nt,-5%,10%,-8%
Cc1ccc(C(C(=O)NC2CCCC2)N(Cc2cccs2)C(=O)CNC(=O)c2cccs2)o1 (stereo unspecified),0%,5%,-18%,-2%,-4%,6%,1%,-2%
CC(=O)[C@@H]1[C@@H]2C(=O)N(Cc3ccccc3)C(=O)[C@@H]2C2c3ccccc3C=CN21 (stereo partly specified),-25%,-14%,?,-5%,-1%,-5%,29%,-5%
Cc1cc(C)cc(NC(=O)CCCn2c(=O)c3cccn3c3ccccc32)c1,nt,13%,?,0%,nt,4%,nt,nt
Cn1c(N)c(C(=O)COC(=O)C2CCCN2C(=O)c2cccs2)c(=O)n(C)c1=O (stereo unspecified),-18%,-4%,-4%,-1%,nt,-12%,8%,-9%
COCCCn1c(=N)c(C(=O)NCc2ccco2)cc2c(=O)n3cccc(C)c3nc21,nt,7%,-4%,-1%,nt,11%,nt,nt
O=C(O)c1cc(-c2ccc(N3CCOCC3)cc2)nn1-c1ccc(F)cc1,-12%,1%,-3%,0%,5%,-7%,-6%,-14%
CC(=O)OCCCNc1cc(Sc2ccc(C)cc2)c2nonc2c1[N+](=O)[O-],6%,-8%,?,4%,-1%,-4%,-20%,0%
Cc1ccc(NC(=O)CSc2nnc(C)n3c2cc2sccc23)c(C)c1,nt,-8%,-10%,-3%,nt,-7%,nt,nt
CCCCn1nc(NC(=O)c2cccc(Cl)c2)c2cc3ccccc3nc21,nt,-14%,-6%,6%,nt,-1%,nt,nt
CCOc1ccc(CNC(=O)NS(=O)(=O)c2ccc(OC)cc2)cc1,4%,0%,-1%,-1%,7%,1%,-9%,-4%
CCN(CC)c1cc(C)c2cc(NC(=O)CNC(C)=O)ccc2n1,?,-1%,0%,2%,0%,-7%,5%,i
C=C(C)CNC(=O)CCc1nnc(C2(c3ccc(Cl)cc3)CCC2)o1,-4%,-3%,-2%,0%,20%,-2%,-10%,-5%
Cn1nnnc1SCC(=O)Nc1ccc2c(c1)OCO2,-24%,8%,-5%,-2%,-2%,1%,15%,i
O=C(O)C1CSC(c2ccccc2)N1C(=O)c1ccco1 (stereo unspecified),-2%,-3%,-12%,2%,nt,6%,3%,i
Cc1ccc(CN2CCN(C3CCN(C(=O)OC(C)(C)C)CC3)C(=O)C2=O)cc1,nt,9%,11%,-5%,nt,6%,nt,nt
CN(NC(=O)c1ccc(Cl)cc1)c1cccc(Cl)n1,-2%,1%,-8%,3%,3%,2%,5%,i
CCCNC(=O)c1ccccc1NC(=O)CN(c1ccccc1)S(=O)(=O)N(C)C,-9%,-6%,0%,4%,6%,2%,-1%,i
O=C1C=C(NCc2ccncc2)CC(c2ccccc2)C1 (stereo unspecified),-1%,-7%,-8%,0%,-3%,-9%,5%,-9%
Cc1ccc(OCc2nnc(SCc3nc4ccccc4[nH]3)n2Cc2ccco2)cc1,8%,11%,?,-2%,-10%,-1%,-8%,-7%
CN(C)C(=O)CSc1nnc(Cc2ccccc2)n1Cc1ccco1,-1%,10%,-3%,-1%,11%[11.4 µM],7%,6%,-3%
Cc1ccc(N/N=C2/CCCNC2=O)cc1,-15%,-10%,-12%,3%,-1%,4%,-2%,-3%
COc1cc(/C=C(/NC(=O)c2ccc(Cl)cc2Cl)C(=O)O)cc(OC)c1OC,7%,-3%,0%,-6%,-9%,-8%,-4%,-3%

# A different layout for part of the listing above.
# Every second line gives: KDM4E inh, Tau FP inhib, Tau fibril ThT, TexasRed fluor, L3MBTL1 inh, TRb-SRC2 inh, RGS12 GoLoco inh, RECQ1 inh
C=CCC1CCCCC12NC(=O)N(c1ccccc1)N2 (stereo unspecified)
→ -20%, -16%, ?, -2%, 6%, 1%, -3%, -13%
c1ccc(-n2nnnc2NC2CCCCC2)cc1
→ 8%, 2%, -3%, 0%, 2%, 3%, 7%, -12%
O=C(COC(=O)c1cccnc1)c1ccc(Cl)c(Cl)c1
→ 4%, 3%, -19%, -3%, -3%, -1%, 12%, -10%
COc1ccc(NC(=O)CN2CCC(C(N)=O)CC2)cc1
→ 7%, -4%, -8%, 0%, nt, -16%, 6%, 11%
O=C(Nc1cccc2ccccc12)/C(=C/c1cccc([N+](=O)[O-])c1)NC(=O)c1cccs1
→ -4%, 10%, -5%, 0%, 2%, -4%, 12%, -6%
CC(=O)c1cccc(S(=O)(=O)N2CCN(c3ccccc3F)CC2)c1
→ -3%, -5%&-3%, 3%&6%, -2%&1%, 7%, 3%&2%, 8%, -9%
